Screening results (PubChem BioAssay)
ssDAF12 agonist: S. stercoralis DAF-12 nuclear receptor activators, primary screen, cell-based, luminescence, HEK293, GRIP1 co-expression, lit1-tk-luc; HEK293 ssDAF-12/GRIP1 lit1-tk-luc reporter; % of 3 µM dafachronic acid response; activation, % at 6.8 µM; actives 1% (n = 370,000);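 active = activation above the mean over all tested compounds plus 3 SD, cut at about 0.9% in these data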;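 also: 0% = DMSO-only wells and 100% = 3 µM delta7-dafachronic acid wells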
SMARCA2 act: SMARCA2 (BRM) function activators, primary screen, cell-based, luminescence, high throughput. MG213 cells, MMTV-luciferase reporter, dexamethasone, overnight. activation, % at 9.1 µM. actives 1% (n = 370,000); in the data active = activation above about 7.8%;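 also: 0% = vehicle wells and 100% = reference activator wells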
hgDAF12 agonist: H. glycines DAF-12 receptor agonists, primary screen, cell-based, luminescence, HEK293, GAL4 fusion, UAS-luciferase | HEK293 GAL4-hgDAF12 UAS-luciferase reporter, agonist luminescence; normalized to butyrate control | actives 1.8% (n = 370,000) | activation, % at 6.8 µM | AID 687014, 2013;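 active = activation above a cutoff set at the mean of all screened compounds plus 3 SD, cut at about 10% in these data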;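 also: 0% = DMSO wells and 100% = sodium butyrate wells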
PLCb3 inh: human PLC-beta3 inhibitors, primary screen, biochemical, fluorescence; AID 720704, 2013; Purified PLC-beta3, fluorogenic substrate; actives 0.18% (n = 370,000); 1-phosphatidylinositol 4,5-bisphosphate phosphodiesterase beta-3 (Homo sapiens), Q01970; inhibition, % at 12.2 µM; in the data active = inhibition above about 11%;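 also: 0% = median of compound wells on plate and 100% = full blocker control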
MBD2 inh: inhibitors of MBD2 binding to methylated DNA, primary screen, biochemical, TR-FRET, DNA-binding domain, human. actives 0.31% (n = 370,000). AID 686964, 2013. MBD2 binding to methylated oligonucleotide. Methyl-CpG-binding domain protein 2 (Homo sapiens), Q9UBB5. inhibition, % at 4.4 µM; in the data active = inhibition above about 13%
DAX1 inh-1: DAX1 (NR0B1) inhibitors on StAR promoter, primary screen, cell-based, luminescence, SF-1 (NR5A1), full-length DAX-1. HEK293T StAR-luciferase reporter, SF-1/DAX-1 repression relief. inhibition, % at 6.8 µM. actives 1.1% (n = 370,000). AID 652010, 2013;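 active = inhibition above the mean over all tested compounds plus 3 SD, cut at about 3.6% in these data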;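 also: 0% = DAX-1 cells with DMSO and 100% = cells lacking DAX-1 with DMSO; higher inhibition means more luminescence from relief of DAX-1 repression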
DAX1 inh-2: DAX1 (NR0B1) inhibitors, primary screen, cell-based, HEK293, Gal4-DAX1, luciferase luminescence; Nuclear receptor subfamily 0 group B member 1 (Homo sapiens), P51843; actives 0.99% (n = 340,000); HEK293 Gal4-DAX1 luciferase reporter; AID 504766, 2011; inhibition, % at 6.75 µM;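 active = inhibition above the mean over all tested compounds plus 3 SD, cut at about 4.2% in these data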;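 also: 0% = DAX1-transfected cells with DMSO and 100% = empty-vector control cells with DMSO; inhibition shows as a rise in luminescence from relieved DAX1 repression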
ADAM17 inh: ADAM17 inhibitors, primary screen, biochemical, QFRET | recombinant ADAM17, EDANS/DABCYL FRET peptide cleavage | inhibition, % at 6.95 µM | actives 0.83% (n = 370,000);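 active = inhibition above the mean of compounds lying between control limits plus 3 SD, set per campaign, cut at about 8.5% in these data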;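 also: 0% = DMSO-only wells as the low control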
PLC-gamma1 inh: PLC-gamma1 enzyme inhibitors, primary screen, biochemical, fluorescence, purified enzyme; 1-phosphatidylinositol 4,5-bisphosphate phosphodiesterase gamma-1 (Homo sapiens), P19174; fluorogenic substrate; inhibition, % at 12.2 µM; actives 0.84% (n = 370,000); in the data active = inhibition above about 9.5%
Target sequence (P19174 whole entry, looked up): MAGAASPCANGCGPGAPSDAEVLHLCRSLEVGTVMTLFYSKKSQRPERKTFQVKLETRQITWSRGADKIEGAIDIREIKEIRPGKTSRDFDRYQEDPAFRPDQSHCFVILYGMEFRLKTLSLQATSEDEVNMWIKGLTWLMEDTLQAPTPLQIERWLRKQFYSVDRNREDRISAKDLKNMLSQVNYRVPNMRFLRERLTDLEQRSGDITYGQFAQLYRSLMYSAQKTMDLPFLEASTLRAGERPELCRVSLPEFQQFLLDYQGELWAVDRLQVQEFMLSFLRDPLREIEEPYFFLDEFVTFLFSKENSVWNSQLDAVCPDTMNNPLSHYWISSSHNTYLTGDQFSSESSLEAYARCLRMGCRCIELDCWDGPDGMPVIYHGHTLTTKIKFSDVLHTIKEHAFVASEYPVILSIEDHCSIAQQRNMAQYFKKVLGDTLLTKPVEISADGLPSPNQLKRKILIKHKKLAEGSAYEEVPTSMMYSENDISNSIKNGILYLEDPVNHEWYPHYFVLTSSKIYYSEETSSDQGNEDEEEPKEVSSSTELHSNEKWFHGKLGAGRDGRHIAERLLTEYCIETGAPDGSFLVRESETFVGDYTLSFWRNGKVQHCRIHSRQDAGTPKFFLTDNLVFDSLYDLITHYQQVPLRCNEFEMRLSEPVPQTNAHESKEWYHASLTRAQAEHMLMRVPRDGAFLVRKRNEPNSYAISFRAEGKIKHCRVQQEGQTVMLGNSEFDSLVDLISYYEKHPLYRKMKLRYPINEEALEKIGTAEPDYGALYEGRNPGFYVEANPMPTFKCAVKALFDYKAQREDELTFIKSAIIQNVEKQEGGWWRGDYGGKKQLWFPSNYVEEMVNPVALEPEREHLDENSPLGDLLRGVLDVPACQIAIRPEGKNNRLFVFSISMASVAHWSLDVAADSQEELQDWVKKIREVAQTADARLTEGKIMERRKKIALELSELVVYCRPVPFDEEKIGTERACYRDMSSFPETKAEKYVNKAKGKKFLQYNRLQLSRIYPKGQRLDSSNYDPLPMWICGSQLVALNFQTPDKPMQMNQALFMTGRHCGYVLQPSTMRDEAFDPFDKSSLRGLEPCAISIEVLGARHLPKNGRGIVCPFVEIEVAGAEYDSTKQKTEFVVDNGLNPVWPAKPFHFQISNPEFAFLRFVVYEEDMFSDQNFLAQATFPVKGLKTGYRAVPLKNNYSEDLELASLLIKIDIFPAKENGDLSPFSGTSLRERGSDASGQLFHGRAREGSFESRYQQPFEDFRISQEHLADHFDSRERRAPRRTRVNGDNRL
NR1D1 modulator: modulators of Rev-erb alpha DNA binding, primary screen, biochemical, FITC-DNA, fluorescence polarization, uHTS; Nuclear receptor subfamily 1 group D member 1 (Homo sapiens), P20393; Rev-erbα–FITC-DNA binding, 90 min; activity, % at 10 µM; actives 0.79% (n = 370,000); AID 1259318, 2017;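 active = activity above about 14%, limit read from the data; passing the limit was not always enough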;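 also: 0% = DMSO wells with 35 nM protein and 100% = DMSO wells with 750 nM protein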
hcDAF12 agonist: H. contortus DAF-12 nuclear receptor activators, primary screen, cell-based, luminescence, HEK293, lit1-tk-luc reporter. activation, % at 6.8 µM. AID 652067, 2013. actives 1.4% (n = 370,000). HEK293 hcDAF-12 lit1-tk-luc reporter; 0% DMSO, 100% Δ7-dafachronic acid;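 active = activation above the mean of all tested compounds plus 3 SD, cut at about 5.5% in these data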;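 also: 100% = response to 3 µM Δ7-dafachronic acid high control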
Numbers without * were called inactive; i = inactive; x = not tested or not shown.

entry	SMILES	ssDAF12 agonist	SMARCA2 act	hgDAF12 agonist	PLCb3 inh	MBD2 inh	DAX1 inh-1
1	O=C(O)CCCn1cc(NC(=O)COc2ccc(F)cc2F)cn1	-0.9	4	1.7	-1	4	1.2
2	CC(C)(C)OC(=O)C[C@H]1C/C=C\C[C@H](CC(=O)N(CCO)Cc2ccccc2)C(=O)NCCOC1=O	-1.4	1	-1.6	4	2	-0.5
3	CCN(CC)S(=O)(=O)c1ccc(N2CCOCC2)c(NC(=O)CC23CC4CC(CC(Br)(C4)C2)C3)c1	-1.5	0	-1.8	0	3	-0.6
4	CN1c2ccccc2C(O)=C(C(=O)Nc2ccccc2)S1(=O)=O	-1.2	-3	-0.8	1	1	-0.5
5	Cc1cc(N2CCCCCC2)n2nc(C)c(-c3ccccc3)c2n1	-0.6	0	-2.1	-21	-4	0.3
6	Cc1ccc(NC(=O)CN2C(=O)COc3ccc(S(=O)(=O)N4CCCC4)cc32)c(C)c1	-1.1	1	-1.1	-3	0	-0.1
7	O=c1nc(Nc2ccc([N+](=O)[O-])cc2)[nH]c(=O)[nH]1	-0.7	1	-3.3	-3	5	-0.2
8	CCOc1ccc2nc(N3CCCN(C(=O)Nc4ccccc4C)CC3)c(C#N)cc2c1	-1.7	-5	-3.1	-5	1	0.7
9	Cc1ccc(SCCNC(=O)C(CO)(CO)CO)cc1	-1.4	-1	0.2	-1	3	0.1
10	CC(=O)c1ccc(OCCCC(=O)NC2CCC(C)CC2)cc1 (stereo not given)	-1.1	0	0.9	-1	-4	0.2
11	COc1ccc(NC(=O)c2cc(-c3ccc(C)o3)nc3ccccc23)c(OC)c1	-1.1	2	1.2	-55	1	-0.9
12	Cc1ccc(Nc2ncnc3c2oc2ccccc23)cc1	1.3*	2	15*	-162	-2	2.0
13	COc1ccccc1C(=O)NNC(=S)NC(=O)c1cc(OC)c(OC)c(OC)c1	0.4	0	1.5	1	1	1.4
14	O=C1C=C(c2ccc3[nH]ccc3c2)C[C@@H](c2ccc(Cl)cc2)C1	-1.2	-2	0.4	-89	-8	-0.5
15	O=C(CSc1ncnc2c1oc1ccccc12)c1cccs1	-0.2	1	4.8	1	-4	0.6

entry	DAX1 inh-2	ADAM17 inh	PLC-gamma1 inh	NR1D1 modulator	hcDAF12 agonist
1	-0.1	1	6	-4	-0.8
2	-0.7	-2	3	-4	-1.4
3	0.3	1	-1	4	-1.7
4	0.4	0	-37	2	1.0
5	0.7	-2	-19	2	0.1
6	0.1	3	5	-2	-0.3
7	0.2	-1	2	-1	1.3
8	-1.2	1	3	-2	-0.8
9	-0.5	-8	-3	-3	-4.3
10	0.3	-1	5	-1	0.0
11	x	-15	-50	3	-2.1
12	4.3*	-5	-160	0	11*
13	-0.3	-2	1	-5	4.2
14	0.7	15*	-58	4	-2.2
15	-0.5	-8	0	73*	3.8

As entered above.
NR1D1 modulator with O=C1C=C(c2ccc3[nH]ccc3c2)C[C@@H](c2ccc(Cl)cc2)C1 is entered as 4
ADAM17 inh with CCOc1ccc2nc(N3CCCN(C(=O)Nc4ccccc4C)CC3)c(C#N)cc2c1 is entered as 1

Later entries.
entry	SMILES	ssDAF12 agonist	SMARCA2 act	hgDAF12 agonist	PLCb3 inh	MBD2 inh	DAX1 inh-1
16	Cc1cccc(C)c1NCc1n[nH]c(=S)n1-c1ccccc1	-0.6	-2	2.5	0	-1	-0.1
17	Cc1cc(C#N)c(C)c(SCc2[nH]nc3c2C(c2ccccc2)C(C#N)=C(N)O3)n1 (stereo not given)	-1.2	2	-1.1	-1	-3	-0.4
18	CC(=O)N[C@@H](CC(=O)N[C@H](CCC(=O)O)C(=O)O)C(=O)O	-0.9	-5	0.2	-1	6	0.4
19	CC1CCN(C(=S)c2ccc3c(c2)OCO3)CC1	-1.1	2	-1.2	1	0	-0.1
20	O=C(COC(=O)CSc1nnc(-c2ccc(Cl)cc2)o1)NCc1ccc2c(c1)OCO2	-0.8	0	2.2	-2	3	0.1
21	COc1cc(OC)cc(C(=O)NCCSCc2ccco2)c1	-0.8	-2	-0.1	-3	4	-0.5
22	OCCN(Cc1ccccc1)Cc1ncccc1O	0.0	-1	0.7	0	-2	0.2
23	NC(N)=Nc1nc2ccc(Br)cc2c(=O)[nH]1	-0.5	0	-1.3	3	-3	0.4
24	OC1(c2cccs2)CN(c2ccc(Br)cc2)C2=[N+]1CCCS2 (stereo not given)	-1.4	-3	-0.3	2	-1	0.0
25	COc1ccc(CCNC(=O)c2cc3ccccn3n2)c(OC)c1OC	-0.9	-1	-3.5	-3	-1	-0.1
26	COCCNc1ncnc2c1cnn2-c1ccc(Cl)cc1	-0.1	8.4*	12*	5	-7	4.9*
27	CC12CCC(C(=O)NCCCn3ccnc3)(OC1=O)C2(C)C (stereo not given)	-1.1	4	-2.5	1	-6	-0.5
28	O=S(=O)(NCC1CN(S(=O)(=O)c2c(F)cccc2F)C1)c1ccc2c(c1)OCCO2	-2.0	-3	-6.5	4	-1	-2.2
29	COC(=O)C1CCN(S(C)(=O)=O)CC1	-1.1	-1	0.5	0	1	0.7
30	COc1ccc(C)cc1S(=O)(=O)N1CCC(C(=O)NCCC2=CCCCC2)CC1	-0.4	-1	-2.6	4	-2	-0.1

entry	DAX1 inh-2	ADAM17 inh	PLC-gamma1 inh	NR1D1 modulator	hcDAF12 agonist
16	4.7*	1	1	-1	-0.2
17	0.1	0	-4	-1	-1.6
18	-1.7	-6	1	-2	0.5
19	0.3	0	3	-1	0.0
20	0.3	-2	-1	1	1.6
21	x	3	-4	-4	-1.5
22	0.7	-1	-2	5	1.9
23	1.7	-1	-1	21*	-1.1
24	0.4	-4	-2	3	-0.9
25	-0.7	-2	0	-1	0.3
26	1.9	0	4	5	6.9*
27	-0.2	0	3	1	-1.2
28	-3.6	1	2	-3	-3.2
29	0.3	-2	4	2	-0.4
30	-1.1	-3	1	1	-1.4

Quoted at random: 3 entries already listed, in no set order.
entry	SMILES	ssDAF12 agonist	SMARCA2 act	hgDAF12 agonist	PLCb3 inh	MBD2 inh	DAX1 inh-1
29	COC(=O)C1CCN(S(C)(=O)=O)CC1	-1.1	-1	0.5	0	1	0.7
17	Cc1cc(C#N)c(C)c(SCc2[nH]nc3c2C(c2ccccc2)C(C#N)=C(N)O3)n1 (stereo not given)	-1.2	2	-1.1	-1	-3	-0.4
23	NC(N)=Nc1nc2ccc(Br)cc2c(=O)[nH]1	-0.5	0	-1.3	3	-3	0.4

entry	DAX1 inh-2	ADAM17 inh	PLC-gamma1 inh	NR1D1 modulator	hcDAF12 agonist
29	0.3	-2	4	2	-0.4
17	0.1	0	-4	-1	-1.6
23	1.7	-1	-1	21*	-1.1

(continued)
entry	SMILES	ssDAF12 agonist	SMARCA2 act	hgDAF12 agonist	PLCb3 inh	MBD2 inh	DAX1 inh-1
31	CCN(Cc1ccccc1)C(=O)COc1cc(=O)n(CC)c2ccccc12	-0.9	-1	-2.1	0	3	-0.4
32	O=C(c1cc(Cl)ccc1OCc1ccccc1)N1CCOCC1	-0.3	-2	3.5	-1	-5	2.3
33	CCC1=Nc2cc(C(=O)NCc3ccco3)ccc2Sc2ccc(Cl)cc21	-0.6	-2	-0.1	-5	5	-1.5
34	O=C(CCC1CCCCC1)NCc1cccs1	-1.0	0	1.1	4	0	-0.2
35	CC(C)(C)OC(=O)N1CCC(C(=O)Nc2cccc(C(=O)NCCCc3ccccc3)c2)CC1	-1.9	-2	-0.3	-1	1	-3.4
36	NC(=O)c1cc2ccc(O)cc2oc1=NCc1ccccc1	-1.1	1	6.0	i	-6	1.4
37	O=C(O)c1cc(/C=C/c2ccc(N3CCOCC3)cc2)nc2ccccc12	0.0	3	6.1	-418	-4	5.5*
38	Cc1cc(CNC(=O)C2(C(F)(F)F)C/C(=C\Cc3ccccc3)CCCO2)nn1C (stereo not given)	-0.8	-1	0.3	2	1	-0.8
39	Brc1ccc(-c2noc3c2-c2nc(C4CCCCC4)sc2CC3)cc1	-1.2	0	2.5	4	-2	-0.1
40	Cc1ccc(OCC(O)CN2CCN(CC(O)COC(C)C)CC2)c(C(C)(C)C)c1 (stereo not given)	-1.1	4	5.3	3	5	-0.5
41	CCCc1[nH]n(-c2ccc(F)cc2)c(=O)c1C=Nc1ccc(C)cc1	-0.6	-2	-0.6	-3	-6	-0.3

entry	DAX1 inh-2	ADAM17 inh	PLC-gamma1 inh	NR1D1 modulator	hcDAF12 agonist
31	-0.7	-4	-2	1	-1.0
32	0.2	-3	1	0	1.3
33	-2.4	0	-5	1	-1.4
34	-0.1	1	4	-3	-1.0
35	-2.0	-1	1	4	-3.5
36	0.7	i	i	1	1.9
37	-2.5	-22	-304	0	5.1
38	0.2	-2	0	0	1.6
39	0.2	-2	-1	-5	0.8
40	1.0	-2	2	0	-0.5
41	0.1	1	-1	-1	0.6
